DUSP3 inh: VHR1 phosphatase inhibitors, primary screen, biochemical, absorbance, uHTS; recombinant VHR phosphatase, pNPP absorbance; inhibition, % at 13.3 µM; 0.52% of 290,000 active; Dual specificity protein phosphatase 3 (Homo sapiens), P51452; AID 1654, 2009; in the data active = inhibition above about 50%; note: some compounds called inactive have numbers as strong as hits
Target sequence (P51452 whole entry, looked up): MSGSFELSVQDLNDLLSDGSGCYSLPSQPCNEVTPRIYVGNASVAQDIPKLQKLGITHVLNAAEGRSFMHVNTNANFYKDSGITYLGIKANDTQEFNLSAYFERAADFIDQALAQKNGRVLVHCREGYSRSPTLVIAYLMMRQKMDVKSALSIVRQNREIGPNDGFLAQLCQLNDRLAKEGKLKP
CCHF vOTU inh: CCHFV vOTU protease inhibitors, primary screen, biochemical, Pep-AMC substrate, fluorescence; Crimean-Congo hemorrhagic fever virus L polyprotein viral ovarian tumor (vOTU) protease …; inhibition, % at 11.5 µM; 0.55% of 370,000 active; in the data active = inhibition above about 30%; note: 0% = vehicle wells with enzyme and 100% = no enzyme wells
3CLpro inhibitor: SARS-CoV 3CLpro protease inhibitors, primary screen, biochemical, quenched FRET | Replicase polyprotein 1ab (Severe acute respiratory syndrome coronavirus), P0C6X7 | recombinant SARS-CoV 3CLpro, quenched FRET peptide cleavage | inhibition, % at 6 µM | 0.14% of 290,000 active; in the data active = inhibition above about 12%
PrPC surface inh: inhibitors of human cell surface prion protein PrPC, primary screen, cell-based, TR-FRET; TR-FRET read-out; AID 720596, 2013; 0.43% of 370,000 active; inhibition, % at 13.8 µM; Major prion protein (Homo sapiens), P04156; in the data active = inhibition above about 24%; note: 0% = median of the test wells and 100% = reference compound wells
BoNT-A LC inh2: BoNT/A light chain protease inhibitors, primary screen, biochemical, flow cytometry, MLPCN library; Botulinum neurotoxin type A light chain protease (Clostridium botulinum A str. ATCC 3502); multiplex microsphere protease substrate cleavage; inhibition, % at 10 µM; 0.17% of 360,000 active; AID 588499, 2011; note: plate controls were buffer without enzyme for full effect and enzyme alone for no effect
BoNT-F LC inh: BoNT/F light chain protease inhibitors, primary screen, biochemical, flow cytometry, MLPCN library; Botulinum neurotoxin type F light chain protease (Clostridium botulinum); Multiplex microsphere protease cleavage assay; 0.22% of 360,000 active; AID 588497, 2011; inhibition, % at 10 µM; in the data active = inhibition above about 35%, passing the limit was not always enough; inconclusive = no clear call, values can overlap the other calls; note: plate controls were buffer without enzyme for full effect and enzyme alone for no effect
Rv3671c protease: Rv3671c serine protease inhibitors, primary screen, biochemical, fluorescence polarization, M. tuberculosis H37Rv; inhibition, % at 5.96 µM; AID 2606, 2010; P9WHR9; 0.048% of 320,000 active; in the data active = inhibition above about 38%;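 note: extracellular domain of Rv3671c used as enzyme; 0% = enzyme with DMSO and 100% = no enzyme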
Target sequence (P9WHR9 whole entry, looked up, the tested form may be a part): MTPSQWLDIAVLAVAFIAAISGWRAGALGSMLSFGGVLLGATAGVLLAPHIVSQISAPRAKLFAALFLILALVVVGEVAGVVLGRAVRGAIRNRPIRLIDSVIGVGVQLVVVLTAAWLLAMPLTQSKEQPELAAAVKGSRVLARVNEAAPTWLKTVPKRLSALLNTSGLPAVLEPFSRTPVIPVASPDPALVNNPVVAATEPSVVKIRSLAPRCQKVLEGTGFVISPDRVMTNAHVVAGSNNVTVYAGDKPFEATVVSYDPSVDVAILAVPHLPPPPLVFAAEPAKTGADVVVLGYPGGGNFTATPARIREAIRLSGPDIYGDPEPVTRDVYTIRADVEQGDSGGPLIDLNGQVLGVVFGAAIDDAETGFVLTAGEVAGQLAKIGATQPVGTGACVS
Anthrax LF inh2: Bacillus anthracis LF protease inhibitors, primary screen, biochemical, multiplex microsphere, MLPCN library. 0.12% of 360,000 active. multiplex microsphere protease cleavage assay. Lethal factor (Bacillus anthracis), P15917. AID 588501, 2011. inhibition, % at 10 µM; note: plate controls were buffer without enzyme for full effect and enzyme alone for no effect
PriA SSB inh: inhibitors of Klebsiella pneumoniae PriA binding to SSB C-terminal tail, primary screen, biochemical, AlphaScreen; PriA–SSB C-terminal tail interaction (Klebsiella pneumoniae); AlphaScreen SSBct-PriA binding, biotinylated peptide; inhibition, % at 33 µM; 0.6% of 430,000 active; AID 1272365, 2023; in the data active = inhibition mostly above about 37%, no sharp cut-off; inactive = mostly below about 20%;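 note: plate controls were negative control peptide for no effect and reference peptide for full effect; strong numbers were not always called active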
MazF activator: activators of E. coli MazEF toxin-antitoxin RNase, primary screen, biochemical, fluorescence, uHTS; FAM/BHQ RNA-DNA oligo cleavage fluorescence, 5 h; activation, % at 20 µM; 0.32% of 350,000 active; AID 504720, 2011; in the data active = activation above about 50%
Target sequence (P0AE70 whole entry, looked up): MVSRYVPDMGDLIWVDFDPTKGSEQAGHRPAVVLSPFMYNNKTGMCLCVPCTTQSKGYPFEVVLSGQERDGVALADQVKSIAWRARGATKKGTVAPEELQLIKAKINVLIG
* hit, by the source's call; i = inactive; ? = inconclusive; . = not tested or not shown; & = joins results of further samples. Cut-off read from the data, not from the text of the source, unless noted: active = inhibition above about 30%; inconclusive = no clear call, values can overlap the other calls; inactive = below that. Some of the compounds tested; the hit share may differ from the screen's.

SMILES | DUSP3 inh | CCHF vOTU inh | 3CLpro inhibitor | PrPC surface inh | BoNT-A LC inh2 | BoNT-F LC inh | Rv3671c protease | Anthrax LF inh2 | PriA SSB inh | MazF activator
CC12CCC(C(=O)NCc3ccco3)(OC1=O)C2(C)C (configuration not stated) | 18 | -17 | 3 | 2 | -0.8 | -4 | 1 | 0 | 2 | 5
O=C(C1=C[C@H](c2ccccc2)C[C@H](OCCCCO)O1)N1CCOCC1 | 35 | -12 | -1 | -1 | -0.9 | 4 | -5 | -1 | 0 | 7
COc1cc(/C=N/NC(=O)c2csc3c2CCCC3)ccc1OCCN1CCOCC1 | -8 | -4 | -2 | -11 | 1.4 | 13 | 0 | -1 | . | -2
Cc1ccc(C#N)c(SCc2cccc(Br)c2)n1 | . | 0 | . | -4 | 2.2 | ? | 0 | 24 | -11 | -7
CCOC(=O)c1c(C)[nH]c(C)c1C(=O)COC(=O)c1nn(CC)c(=O)c2ccccc12 | . | 1 | . | -1 | -0.6 | -4 | . | -11 | . | 3
O=C(Cc1ccccc1)NCC(=O)OCC(=O)c1ccc(F)cc1 | 2 | -7 | -4 | 1 | -0.3 | -6 | 0 | 0 | -24 | -2
CCn1c(SCC(=O)N2CCCCCC2)nc2ccccc2c1=O | 7 | 7 | 2 | 8 | -1.0 | -12 | 1 | -4 | 1 | -29
COc1ccc(NC(=O)C2Cc3ccccc3C(=O)O2)cc1 (configuration not stated) | 6 | -1 | . | 12 | -0.9 | 1 | 10 | -5 | -8 | -1
CC(C)c1c(O)nc(SCC(=O)Nc2ccc3c(c2)CCC3)[nH]c1=O | -2 | 12 | 1 | 2 | -0.2 | -1 | -4 | 0 | -4 | 2
S=C=Nc1ccccn1 | 35 | -4 | 1 | 3 | 0.5 | 0 | 1 | 10 | -5 | 11
CC(C)(C)C(=O)Nc1nc2c(s1)CN(Cc1ccccc1)CC2 | 13 | -4 | -5 | 4 | 4.4 | -14 | 3 | -5 | -13 | -40
O=S(=O)(c1cc(C(F)(F)F)ccc1Cl)N1CCCCCC1 | 7 | 5 | -10 | 0 | -1.9 | -15 | 4 | -5 | -47 | -1
CCCCC(=O)Nc1ccc(NC(=O)C2CC2)cn1 | 10 | 16 | 2 | 8 | 0.0 | 0 | 0 | -1 | -4 | 4
Nc1ccc(SCc2cccnc2)cc1 | -4 | 4 | 6 | 8 | 0.2 | -41 | -1 | 6 | 8 | 12
CN(CCCC(=O)O)c1ccc(N=Nc2ccc([N+](=O)[O-])cc2)cc1 | . | -9 | . | 4 | 0.5 | 2 | -1 | -9 | 16 | -8
O=C1C(=O)N(Cc2cccnc2)C(c2ccccn2)/C1=C(/O)c1ccccc1 (configuration not stated) | 13 | 20 | 2 | -2 | -0.5 | 8 | 0 | -3 | . | 9
COc1ccc(C(=O)On2c(-c3ccc(Br)cc3)nc3ccccc3c2=O)cc1 | 24 | 1 | 2 | -5 | 0.1 | -2 | -6 | -2 | -6 | -6
CCc1c(C)c2ccc(OCC(=O)OC(C)C)c(C)c2oc1=O | -5 | 3 | -2 | -2 | -1.2 | -2 | 0 | 1 | 3 | -1
CC(C)Oc1ccccc1/C=N/NC(=O)c1ccccc1Cl | -4 | 0 | -3 | -3 | -1.1 | 0 | 6 | 0 | i | 5
COc1cc(/C=C/C(=O)c2ccc3c(c2)OCCO3)cc(Br)c1OCC(=O)N(C)C | 7 | 9 | 1 | -6 | -0.6 | 5 | -3 | -1 | 4 | 0
Cc1cccc(C(=O)Nc2nnc(S(=O)(=O)N(C)Cc3ccco3)s2)c1 | -25 | 13 | 4 | 0 | 0.4 | 2 | -13 | 2 | -6 | -10
CCOC(=O)C1=C(C)N(C)C(=O)NC1c1ccc2c(c1)OCO2 (configuration not stated) | -6 | 16 | -3 | 0 | -1.4 | -18 | 4 | -7 | -4 | 2
Cc1cc(N/N=C/c2ccccc2O)nc(N2CCOCC2)n1 | 16 | 16 | 0 | -1 | 0.2 | -3 | 1 | 2 | . | -12
Cc1ccc(NC(=O)Cn2cc(C(=O)C3CC3)c3ccccc32)c(C)c1 | 26 | 5 | 5 | 1 | 1.0 | 0 | -2 | 2 | 13 | -15
C=CC[n+]1c(C)csc1Nc1cccc(Br)c1 | 5 | 5 | -1 | -5 | -3.0 | -1 | 0 | -7 | 61* | 7
Other structures follow:
SMILES | DUSP3 inh | CCHF vOTU inh | 3CLpro inhibitor | PrPC surface inh | BoNT-A LC inh2 | BoNT-F LC inh | Rv3671c protease | Anthrax LF inh2 | PriA SSB inh | MazF activator
CC(=O)Nc1ccc(NC(=S)NC(=O)C2CC2)cc1 | 14 | 14 | 2 | -3 | 0.1 | 0 | -1 | 1 | -12 | 4
COc1cc(C(=O)NC(=S)Nc2cccc3nc(C)ccc23)cc(OC)c1OC | 27 | -14 | -5 | 6 | -1.8 | -2 | -12 | 1 | -3 | -41
CC1(Cc2cccc(F)c2)C(=O)Nc2ccc(-c3cccnc3)cc21 (configuration not stated) | . | 8 | . | 2 | 0.0 | -1 | . | 2 | . | .
CC1CCC2C(=O)N(c3cccc(C(=O)Nc4ccc(F)cc4)c3)C(=O)C2C1 (configuration not stated) | 14 | 8 | 4 | 7 | 0.4 | -5 | 2 | -1 | 2 | -3
N#CC1=C(N)N(c2ccccc2)C(c2cccc([N+](=O)[O-])c2)C1(C#N)C#N (configuration not stated) | 25 | 9 | 3 | 3 | -0.7 | -1 | 5 | -6 | 2 | 3
Cc1cc(C)cc(-c2nnc(SCC(=O)NCC3CCCO3)o2)c1 (configuration not stated) | . | -7 | . | -1 | 0.3 | -9 | . | -1 | -5 | -8
C[C@@H](O)C1NC(=O)[C@H](CCCCN)NC(=O)c2cc([N+](=O)[O-])cc(I)c2OCC[C@@H](C(N)=O)NC1=O (some centres not stated) | -4 | 8 | 2 | -17 | 0.6 | -5 | -2 | -5 | 6 | 7
Cc1cc(C)c2c(CN3CCOCC3)cc(=O)oc2c1C | 20 | 10 | 0 | -1 | -1.6 | ? | 6 | -19 | 0 | 3
COc1cccc(CNC(=O)CCNC(=O)N2CC(=O)Nc3ccccc32)c1 | . | 2 | . | 4 | -0.5 | -6 | . | -2 | . | 11
C=CCC1CCCCC1=C(C#N)c1ccccc1 (configuration not stated) | . | -14 | . | 2 | -0.2 | -1 | . | -2 | . | 3
O=C(Cc1ccccc1)N1CCc2[nH]nc(-c3ccccc3)c2C1 | . | 11 | 0 | 2 | -0.2 | 14 | 7 | -10 | -2 | 0
COc1ccccc1C(CC(=O)Nc1ccc(Cl)cc1)c1ccc(OC(C)C)cc1 (configuration not stated) | 3 | 3 | 2 | -2 | -0.5 | -1 | -47 | -1 | -10 | 4
Cc1ccc(S(=O)(=O)Nc2ccc(Nc3ccccc3)cc2)cc1 | 11 | 9 | 6 | -3 | -1.4 | -4 | 10 | -5 | 32 | 5
Cc1ccccc1OCCCCn1cnc2ccccc21 | -20 | 6 | 4 | 22 | -1.6 | -6 | 1 | -5 | -12 | -7
O=C(Nc1cccc2c1CCCC2)c1ccccc1F | 22 | 7 | 2 | -22 | -3.9 | ? | 14 | 1 | -27 | 0
O=C(NCC(=O)N(c1ccc2c(c1)OCO2)C(C(=O)NC1CCCC1)c1cccs1)c1ccco1 (configuration not stated) | 19 | 10 | -1 | -2 | -0.2 | 0 | 5 | -2 | -14 | 2
O=C(CN1C(=O)NC2(CCOc3ccccc32)C1=O)Nc1cccc(Cl)c1 (configuration not stated) | -6 | -14 | 1 | -5 | -0.8 | -12 | -9 | -1 | -6 | 14
CCc1ccc(-c2nnn(CCC#N)n2)cc1 | 22 | -1 | 7 | -4 | -0.5 | -1 | -2 | -2 | 0 | 8
Cc1ccc(C(=O)Nc2ccccc2C(=O)NCc2cccnc2)cc1 | -3 | -7 | 1 | 9 | 2.0 | 8 | -3 | -2 | -15 | 7
CCOC(=O)C1CCN(C(=O)c2cc(CN3C(=O)c4ccccc4C3=O)ccc2OCC)CC1 | . | 8 | . | 9 | -1.1 | 3 | -2 | 4 | -4 | 2
Cc1ccc(NC(=O)CSCc2ccco2)cc1 | 24 | -3 | 2 | -4 | -0.2 | 0 | 4 | -1 | -6 | 4
O=C(NCc1cccnc1)Nc1ccc(Cl)cc1 | 4 | -9 | 3 | -7 | -1.5 | 1 | -8 | 1 | 10 | 4
O=C(OCc1ccccc1)C1=NNC2C(=O)N(c3ccccc3)C(=O)C12 (configuration not stated) | -8 | 1 | -1 | -8 | -0.1 | -5 | -12 | -5 | -7 | 5
COc1ccc(N=c2sc3ccccc3n2C)cc1 | 18 | -8 | -1 | -6 | ? | -23 | 5 | -5 | -9 | -8
O=C(N/C(=C\c1cccs1)C(=O)N1CCOCC1)c1cccs1 | 11 | 2 | 2 | -9 | -0.7 | -5 | 1 | 12 | -2 | 8

Random excerpt: four records from the list.
SMILES | DUSP3 inh | CCHF vOTU inh | 3CLpro inhibitor | PrPC surface inh | BoNT-A LC inh2 | BoNT-F LC inh | Rv3671c protease | Anthrax LF inh2 | PriA SSB inh | MazF activator
Cc1cc(C)cc(-c2nnc(SCC(=O)NCC3CCCO3)o2)c1 (configuration not stated) | . | -7 | . | -1 | 0.3 | -9 | . | -1 | -5 | -8
O=C(OCc1ccccc1)C1=NNC2C(=O)N(c3ccccc3)C(=O)C12 (configuration not stated) | -8 | 1 | -1 | -8 | -0.1 | -5 | -12 | -5 | -7 | 5
COc1cc(C(=O)NC(=S)Nc2cccc3nc(C)ccc23)cc(OC)c1OC | 27 | -14 | -5 | 6 | -1.8 | -2 | -12 | 1 | -3 | -41
CCOC(=O)C1CCN(C(=O)c2cc(CN3C(=O)c4ccccc4C3=O)ccc2OCC)CC1 | . | 8 | . | 9 | -1.1 | 3 | -2 | 4 | -4 | 2

The list continues.
SMILES | DUSP3 inh | CCHF vOTU inh | 3CLpro inhibitor | PrPC surface inh | BoNT-A LC inh2 | BoNT-F LC inh | Rv3671c protease | Anthrax LF inh2 | PriA SSB inh | MazF activator
COc1ccc(/C=C/C(=O)OCC(=O)NC(C)CCc2ccccc2)cc1OC (configuration not stated) | . | 5 | . | 5 | -3.9 | -7 | -6 | -4 | -10 | 4
O=C(/C=C/c1ccc(F)cc1)c1ccc(N2CCOCC2)cc1 | 18 | -3 | 3 | 7 | 1.2 | 4 | -1 | -3 | -15 | 11
c1ccc(N2CCN(c3nc4cc5c(cc4s3)OCO5)CC2)cc1 | -14 | -2 | 0 | 4 | 0.4 | -5 | 8 | -4 | -13&-21 | -5
CC(=O)NC1=NN(C(C)=O)C(c2ccccc2)S1 (configuration not stated) | 18 | -7 | 1 | 13 | -0.9 | -1 | 8 | 0 | -23 | 4
COc1ccc(CCNC(=O)C2CCN(C(=O)c3ccccc3C)CC2)cc1 | -9 | 6 | -5 | 7 | -1.6 | -10 | 7 | 0 | -6 | -5
COc1ccc(OC)c(NC(=O)c2ccc(S(=O)(=O)N3CCOCC3)cc2)c1 | 40 | 9 | 3 | 6 | 0.5 | 3 | -5 | 1 | -7 | 9
COC(=O)C(C#N)C(c1cccnc1)c1c(C)[nH][nH]c1=O (configuration not stated) | 1 | 5 | -4 | 2 | -0.1 | -2 | 6 | -2 | 1 | -7
CC(C)(C)NC(=O)c1cc(C(C)(C)C)c(O)c(C(C)(C)C)c1 | -7 | -12 | 1 | -4 | -3.1 | -15 | 3 | -3 | -3 | 15

From PubChem BioAssay
